Bioassay records: PubChem, several laboratories
APP 5'UTR act: activators of APP 5'UTR luciferase reporter, primary screen, SH-SY5Y cells; SH-SY5Y APP 5'UTR luciferase reporter, luminescence; zero percent = DMSO vehicle wells; activation, % at 2 µM; actives 1% (n = 190,000); AID 1276, 2008;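 active = activation above a set limit, based on mean plus 3 SD of controls, cut at about 140% in these data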; also: values of inactives mirror those of a sister screen read the other way
Efa HMGR inh: inhibitors of E. faecalis class II HMGR, primary screen, biochemical, Enterococcus faecalis | HMG-CoA reductase (Enterococcus faecalis, mvaE) | purified E. faecalis HMGR, NADPH absorbance 340 nm kinetic | inhibition, % at 10 µM | actives 0.41% (n = 190,000);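 active = inhibition above a set limit, the median over all tested compounds plus 3 SD, cut at about 9.5% in these data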;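 also: enzyme runs in reverse so mevalonate oxidation gives rising NADPH absorbance; 0% = complete reaction with DMSO and 100% = background rate lacking mevalonate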
Hsp70 activator: Hsp70 transcriptional activators, primary screen, cell-based, HeLa, Hsp70 promoter luciferase, luminescence, 10 µM | HeLa Hsp70 promoter luciferase reporter; scaled: vehicle 0, proteasome-inhibitor control 100% | activation, % at 10 µM | actives 0.04% (n = 200,000) | AID 1203, 2008;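 active = activation above the mean across all tested compounds plus 3 SD, cutoff set per campaign, cut at about 5.5% in these data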;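 also: 100% = MG132 at 30 µM as the positive control and 0% = DMSO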
STAT1 act: STAT1 signaling activators, primary screen, cell-based, HTS, luciferase reporter; NIH 3T3 STAT1-luciferase reporter, IFN-gamma, luminescence; 100% = IFN-gamma alone, no compound; activation (% of control), % at 5.5 µM; AID 932, 2007; actives 2.6% (n = 200,000);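 active = activation above the screen-wide mean activation plus 3 SD, cut at about 130% in these data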;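 also: raw ratio to IFN-gamma control signal so 100% means no change and 0% no light; values of inactives mirror those of a sister screen read the other way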
STAT3 act: IL-6 driven STAT3 reporter potentiators, primary screen, U3A cells, luciferase, luminescence, MLSCN library. IL-6 STAT3-luciferase reporter; 100% = signal with IL-6 EC80 alone. actives 0.91% (n = 190,000). activation (% of control), % at 5.6 µM;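 active = activation above the screen-wide mean of compound activation plus 3 SD, cut at about 130% in these data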;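 also: 0% = background luminescence of wells with medium and substrate only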
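Material: human STAT1-deficient U3A cells with stable STAT3-luciferase reporter / Probe or stimulus: IL-6 stimulus at 33 ng/mL final / Schedule: 1 h compound pre-exposure, 6 h IL-6 stimulation, 37 °C / Technique: luminescence / Read-out basis: percent of IL-6-only median luminescence / Control set: IL-6-only high control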
NF-kB expr up: activators of NF-kB expression in neurons, primary screen, cell-based, HTS; AID 1239, 2008; actives 1.6% (n = 190,000); human neuronal cells, NF-kB reporter expression; hits give high values; fold change at 12.5 µM; in the data active = fold change above about 3.3
DTT redox prof: compounds producing H2O2 with reducing agent – biochemical, NIH compound library profiling, artefact control for MLSCN library redox annotation, primary screen | actives 0.03% (n = 200,000) | DTT-dependent redox cycling H2O2, phenol red/HRP absorbance; 100% = 100 µM peroxide control, 0% = buffer | activation, % at 10 µM;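 active = activation of at least 50% relative to the plate's high and low controls in the primary single-dose screen; inactive = activation below 50%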;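 also: compound incubated with DTT at 0.8 mM final as the reducing agent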
STAT1 inh: STAT1 signaling inhibitors, primary screen, cell-based, HTS, luciferase reporter; NIH 3T3 STAT1-luciferase reporter, IFN-gamma, luminescence; inhibition, % at 5.5 µM; actives 0.35% (n = 200,000);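 active = inhibition above a set limit, the mean inhibition across all tested compounds plus 3 SD, cut at about 34% in these data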;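 also: 0% = IFN-gamma with DMSO and 100% = IFN-gamma with 300 µM nifuroxazide; values of inactives mirror those of a sister screen read the other way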
TLR4 MyD88 comp: inhibitors of TLR4-MyD88 association in cells, primary screen, cell-based, HeLa CL3-4, BLA complementation, FRET ratio | Toll-like receptor 4 (Homo sapiens) + Myeloid differentiation primary response protein … | HeLa CL3-4 TLR4/MyD88 BLA complementation | inhibition, % at 8.4 µM | actives 0.18% (n = 200,000) | AID 861, 2007; in the data active = inhibition above about 25%;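 also: 0% = vehicle and 100% = reference inhibitor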
Target sequence (O00206 whole entry, looked up): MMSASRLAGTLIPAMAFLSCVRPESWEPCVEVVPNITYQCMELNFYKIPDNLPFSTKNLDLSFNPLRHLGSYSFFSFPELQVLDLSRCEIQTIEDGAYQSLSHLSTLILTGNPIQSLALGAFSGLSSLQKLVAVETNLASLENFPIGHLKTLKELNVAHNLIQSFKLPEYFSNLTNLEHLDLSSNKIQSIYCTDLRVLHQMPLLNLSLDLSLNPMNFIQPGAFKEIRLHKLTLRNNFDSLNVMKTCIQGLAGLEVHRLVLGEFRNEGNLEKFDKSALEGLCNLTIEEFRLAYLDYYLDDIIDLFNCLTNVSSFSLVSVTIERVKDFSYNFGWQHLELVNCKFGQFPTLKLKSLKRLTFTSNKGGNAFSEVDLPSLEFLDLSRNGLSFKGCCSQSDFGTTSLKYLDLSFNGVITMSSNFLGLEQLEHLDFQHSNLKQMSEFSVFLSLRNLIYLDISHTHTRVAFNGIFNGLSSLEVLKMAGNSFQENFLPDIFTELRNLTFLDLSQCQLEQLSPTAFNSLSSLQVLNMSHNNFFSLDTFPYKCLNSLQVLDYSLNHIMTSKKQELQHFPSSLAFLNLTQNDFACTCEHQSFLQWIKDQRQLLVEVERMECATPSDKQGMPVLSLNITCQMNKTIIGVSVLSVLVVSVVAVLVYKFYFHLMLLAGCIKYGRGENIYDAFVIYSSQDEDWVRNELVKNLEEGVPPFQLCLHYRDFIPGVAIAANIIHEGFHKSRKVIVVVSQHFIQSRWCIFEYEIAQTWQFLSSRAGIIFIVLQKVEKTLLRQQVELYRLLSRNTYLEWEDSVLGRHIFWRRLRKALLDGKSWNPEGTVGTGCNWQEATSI
Target sequence (Q99836 whole entry, looked up): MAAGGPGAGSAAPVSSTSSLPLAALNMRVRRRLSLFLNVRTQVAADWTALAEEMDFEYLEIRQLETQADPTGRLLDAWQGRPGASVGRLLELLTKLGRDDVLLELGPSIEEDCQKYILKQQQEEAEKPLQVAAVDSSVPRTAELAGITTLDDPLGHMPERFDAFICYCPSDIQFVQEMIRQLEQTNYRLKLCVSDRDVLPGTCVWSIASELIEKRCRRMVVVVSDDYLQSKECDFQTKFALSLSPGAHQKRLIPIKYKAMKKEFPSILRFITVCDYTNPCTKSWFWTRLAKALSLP
STAT3 inh: IL-6 driven STAT3 reporter inhibitors, primary screen, U3A cells, luciferase, luminescence, MLSCN library; IL-6 STAT3-luciferase reporter; host cell line lacks STAT1; inhibition, % at 5.5 µM; actives 0.89% (n = 190,000); AID 862, 2007;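 active = inhibition above the mean inhibition across all screened compounds plus 3 SD, cut at about 44% in these data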;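 also: 0% = DMSO only wells and 100% = 100 µM nifuroxazide control wells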
* = called active by the depositor; & = joins results of further samples. Some of the compounds tested. The share of hits here may be higher or lower than overall.

SMILES | APP 5'UTR act | Efa HMGR inh | Hsp70 activator | STAT1 act | STAT3 act | NF-kB expr up | DTT redox prof | STAT1 inh | TLR4 MyD88 comp | STAT3 inh
CCCCOP(=O)(OCCCC)/C(C#N)=C(/C)O | 15 | 2 | 0.0 | 103 | 95 | 0.84 | 0.2 | -3 | -1 | 6
NC(=O)OCCSc1nnc(-c2cccc(C(N)=S)c2)o1 | 0 | -1 | -0.2 | 101 | 100 | 1.1 | 0.2 | -1 | -16 | 4
O=C(O)CSC(=S)N1CC2CC(C1)c1cccc(=O)n1C2 (configuration not stated) | 8 | -6 | -0.3 | 99 | 103 | 1 | -0.6 | -1 | -5 | 2
CCN(CC)c1ccc(/C=C2/C(=O)NC(=O)N(Cc3ccco3)C2=O)cc1 | -5 | -7 | -0.2 | 93 | 92 | 1.1 | -0.1 | 8 | 19 | 9
CC(=NCCN1CCOCC1)c1c(O)n(-c2ccccc2C)c(=O)[nH]c1=O | 14 | -1 | 0.1 | 98 | 103 | 1.4 | 0.2 | 2 | -3 | -2
CC1(C)CSC(=NCc2ccccc2)N1 | -12 | 4 | 0.1 | 96 | 94 | 1.1 | -2.2 | 3 | 8 | 13
O=C(CNC(=O)c1ccc(Br)cc1)Nc1ccc(Br)cc1C(=O)c1ccccc1 | -13 | -3 | -0.4 | 106 | 105 | 0.91 | -0.1 | -7 | 1 | -2
O=C(NCC(c1cccnc1)N1CCN(c2ccccc2)CC1)Oc1ccccc1 (configuration not stated) | 26 | -1 | -0.3 | 99 | 100 | 0.92 | 0.4 | -1 | 4 | 3
CN1C2CCC1CC(OC(=O)c1ccc(Cl)cc1)C2 (configuration not stated) | 2 | -2 | 0.0 | 106 | 95 | 1.1 | -0.1 | -7 | 1 | 8
COc1cccc(C(=O)C2CCCN(C3CCOCC3)C2)c1 (configuration not stated) | -11 | -8 | 0.1 | 103 | 105 | 0.95 | -0.3 | -3 | -2 | 1
Oc1ccccc1/C=N/NP(=S)(c1ccccc1)c1ccccc1 | 3 | -1 | -0.2 | 101 | 94 | 0.99 | -1.2 | -4 | -21 | 10
O=C(Nc1ccccc1)c1cccn(Cc2ccccc2)c1=O | 43 | -3 | -0.2 | 132* | 77 | 2.1 | -2.0 | -34 | 2 | 29
Cn1nc(-c2ccc(OCC(=O)N3CCN(Cc4ccccc4)CC3)cc2)c2ccccc2c1=O | 17&-7 | -3&-7 | 0.8&-0.4 | 82&77 | 54&48 | 0.26&0.65 | -2.7&-1.3 | 19&25 | -9&10 | 60*
CC(NCc1cccc(Cl)c1Cl)C(O)c1ccccc1 (configuration not stated) | 19 | -7 | -0.4 | 95 | 98 | 0.91 | 0.2 | 6 | -6 | 8
CC(=NCc1cccnc1)c1c(O)n(-c2ccccc2)c(=O)[nH]c1=O | 0 | -8 | -0.3 | 104 | 100 | 0.97 | -3.8 | -5 | 1 | 3
COc1ccc(OP(=O)(Nc2ccccc2)Nc2ccccc2)cc1 | -9 | 0 | 0.2 | 100 | 98 | 0.69 | -1.6 | 0 | 5 | 8
CC(C)(C)c1ccc(C(=O)C2CCCN(Cc3ccon3)C2)cc1 (configuration not stated) | 17 | -4 | 0.3 | 116 | 110 | 1.9 | -1.5 | -21 | -18 | -5
CCOC(=O)c1c(-n2c(C)cc(C=C3C(=O)NC(=S)NC3=O)c2C)sc2c1CCCC2 | 0 | 3 | 0.1 | 94 | 113 | 5.6* | 2.7 | 0 | 13 | -4
O=C1c2ccccc2C(=O)N1Cc1nc2ccccc2c(=O)n1-c1ccc(Br)cn1 | 5 | -2 | -0.1 | 97 | 98 | 1.1 | 11 | 3 | -5 | 8
Nc1cc(N2CCNCC2)c([N+](=O)[O-])cc1Cl | -14 | 1 | -0.1 | 102 | 94 | 1.2 | 0.1 | -3 | 3 | 10
O=C1NC(=O)N(c2ccccc2)C(=O)/C1=C\c1ccc2c3c(cccc13)CC2 | 7 | -5 | -0.2 | 95 | 83 | 0.99 | 0.5 | 5 | -6 | 24
CCOC(=O)c1c(/N=C/c2c(O)n(-c3ccc(F)cc3)c(=S)[nH]c2=O)sc2c1CCCC2 | 0 | -2 | -0.2 | 97 | 109 | 0.97 | -0.1 | 3 | 8 | -10
Cc1ccc2c(c1)C1CN(C)CCC1N2C(=O)c1ccco1 (configuration not stated) | -1 | -2 | -0.6 | 98 | 92 | 1.1 | -2.8 | 2 | -6 | 16
O=C(c1cccn2c(=O)c3ccc(Cl)cc3nc12)N1CCC2(CC1)OCCO2 | 12 | 0 | -0.3 | 100 | 102 | 1 | 2.6 | -1 | 5 | 2
COC(=O)C1=CO[C@@H](C)[C@@H]2CN3CC[C@@]4(C(=O)Nc5ccccc54)[C@@H]3C[C@H]12 | -11 | 0 | -0.2 | 88 | 97 | 1.2 | -0.7 | 13 | -2 | 1
Cc1nc2ccccc2c(=O)n1-n1cnnc1 | 10 | 1 | -0.1 | 97 | 106 | 1.4 | 1.8 | 3 | -2 | -4
CCN(c1ccc(C(O)(C(=O)OC)C(F)(F)F)cc1)S(=O)(=O)c1ccc(C)cc1 (configuration not stated) | -5 | -3 | 0.2 | 104 | 107 | 1.3 | 0.0 | -4 | 8 | -4
c1ccc2c(c1)CSc1ccccc1C2C1=NCCN1 (configuration not stated) | -1 | 0 | -0.3 | 99 | 104 | 1.1 | -0.1 | 2 | -5 | -7
O=c1[nH]c(=S)n(Cc2ccc(F)cc2)c(O)c1/C=N/N1CCCCCC1 | 3 | -1 | 0.1 | 97 | 105 | 1 | 0.5 | 3 | 18 | -6
CN1CCN(c2ccc(C(N)=O)cc2[N+](=O)[O-])CC1 | 40 | -2 | -0.2 | 89 | 97 | 1.4 | -0.4 | 12 | -8 | 8

Full records, looked up by structure. Values in the order: APP 5'UTR act, Efa HMGR inh, Hsp70 activator, STAT1 act, STAT3 act, NF-kB expr up, DTT redox prof, STAT1 inh, TLR4 MyD88 comp, STAT3 inh
CCOC(=O)c1c(/N=C/c2c(O)n(-c3ccc(F)cc3)c(=S)[nH]c2=O)sc2c1CCCC2 is listed with 0, -2, -0.2, 97, 109, 0.97, -0.1, 3, 8, -10
O=c1[nH]c(=S)n(Cc2ccc(F)cc2)c(O)c1/C=N/N1CCCCCC1 is listed with 3, -1, 0.1, 97, 105, 1, 0.5, 3, 18, -6
COC(=O)C1=CO[C@@H](C)[C@@H]2CN3CC[C@@]4(C(=O)Nc5ccccc54)[C@@H]3C[C@H]12 is listed with -11, 0, -0.2, 88, 97, 1.2, -0.7, 13, -2, 1
c1ccc2c(c1)CSc1ccccc1C2C1=NCCN1 (configuration not stated) is listed with -1, 0, -0.3, 99, 104, 1.1, -0.1, 2, -5, -7
O=C1NC(=O)N(c2ccccc2)C(=O)/C1=C\c1ccc2c3c(cccc13)CC2 is listed with 7, -5, -0.2, 95, 83, 0.99, 0.5, 5, -6, 24

Next part
SMILES | APP 5'UTR act | Efa HMGR inh | Hsp70 activator | STAT1 act | STAT3 act | NF-kB expr up | DTT redox prof | STAT1 inh | TLR4 MyD88 comp | STAT3 inh
O=C(Nc1ccc(F)cc1)N1CC2CC(C1)c1cccc(=O)n1C2 (configuration not stated) | -9 | -2 | -0.4 | 101 | 95 | 0.78 | 0.7 | -2 | -7 | 10
Nc1ccccc1C(=O)OC1CSC1 | 8 | -6 | -0.3 | 100 | 104 | 0.86 | 2.7 | 0 | -10 | -1
Cn1cc(C(=O)c2ccccc2)c2ccccc21 | 1 | -2 | -0.2 | 94 | 81 | 0.92 | -1.4 | 6 | -3 | 31
CN(C)P1(N(C)C)=NC(C(F)(F)F)=NC(C(F)(F)F)=N1 | 1 | 6 | 0.1 | 113 | 105 | 1.3 | 0.6 | -15 | -13 | 0
COc1cccc(N2C(=O)NC(=O)C3(Cc4cc(C)ccc4N(C)C3)C2=O)c1 (configuration not stated) | -4 | -1 | 0.3 | 93 | 116 | 1.2 | -0.2 | 7 | -2 | -12
COc1cc(OC)c(OC)cc1CNCCc1ccc(OC)c(OC)c1 | 10 | -1 | 0.0 | 97 | 108 | 1.1 | -0.3 | 2 | -11 | -3
O=C(/C=C/c1ccccc1)NCCc1cnc[nH]1 | 21 | -1 | 0.0 | 103 | 101 | 1 | -0.1 | -4 | -3 | 4
CCN(CC)C(=O)c1ccc(NC(=O)Nc2ccccc2F)cc1 | 121 | 1 | -0.4 | 42 | 32 | 1.6 | 0.1 | 62* | -7 | 86*
CC(=O)Nc1ccc(S(=O)(=O)NC(CC(=O)N2CCC3(CC2)OCCO3)C(C)C)cc1 (configuration not stated) | -6 | 1 | -0.1 | 106 | 104 | 0.8 | 0.2 | -6 | -3 | 2
C=CCN1C(=O)NC(=O)/C(=C/c2ccoc2)C1=O | 8 | 0 | -0.1 | 101 | 105 | 1.3 | -0.2 | -1 | -2 | -6
Cc1cc(C)n2c(Br)c(CN3CC4CC(C3)c3cccc(=O)n3C4)nc2n1 (configuration not stated) | 12 | -3 | -0.2 | 89 | 94 | 1 | 0.2 | 12 | 1 | 7
COc1ccc(N/N=C/c2c(O)n(-c3cccc(C)c3)c(=O)[nH]c2=O)cc1 | 18 | 1 | -0.4 | 73 | 89 | 1.3 | -0.6 | 28 | 7 | 17
CCN1C(=O)/C(=C\c2ccc([N+](=O)[O-])s2)C(=O)NC1=S | -10 | 11* | -0.1 | 96 | 99 | 0.79 | -0.2 | 3 | 7 | 12
Cc1oc(-c2ccc(F)cc2F)nc1CN1C[C@@H]2C[C@@H](C1)c1cccc(=O)n1C2 | 3 | 1 | -0.5 | 94 | 96 | 1 | -1.4 | 5 | 6 | 9
O=C1NC(=S)N(C2CC2)C(=O)/C1=C/c1ccc2c(c1)CCN2CCCCl | -18 | 2 | -0.1 | 91 | 106 | 1.2 | 0.0 | 10 | 2 | -5
